Bioassay records from PubChem.
LYP phosphatase: LYP phosphatase inhibitors, primary screen, biochemical, DiFMUP fluorescence, recombinant catalytic domain, 10 µM (AID 606) | Tyrosine-protein phosphatase non-receptor type 22 (Homo sapiens) | recombinant LYP catalytic domain, DiFMUP fluorescence; higher % means a stronger effect | inhibition, % at 10 µM; hits with a dose series show IC50 in µM | 52,000 tested, under 10 active;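 active = IC50 under 40 µM in the dose-response test; inactive = IC50 of 40 µM or more, or never dose-tested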
KRASV12 cytotoxicity: cytotoxicity in KRAS-transformed pancreatic duct cells, primary screen, cell-based, fluorescence, HTS (AID 431); HPDE-C7K KRASV12 cells, Alamar Blue viability, 48 h; higher % means a stronger effect; cytotoxicity, % at 10 µM, or EC50 in µM where a hit was titrated; 63,000 compounds, 1.7% hits;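 active = compounds whose percent cytotoxicity in the single-dose primary screen, scaled between solvent and toxic-drug controls, exceeds 50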;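 note: 0% = DMSO solvent wells and 100% = doxorubicin-treated wells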
Bfl-1 inhibitors: Bfl-1 inhibitors, primary screen, biochemical, fluorescence polarization, FITC-Bid, mouse (AID 432); 64,000 compounds, 0.02% hits; Bcl-2-related protein A1 (Mus musculus); displacement, % at 20 µM; hits with a dose series show IC50 in µM; FITC-Bid BH3 peptide fluorescence polarization displacement; higher % means a stronger effect; in the data active = a potency from the dose series; inactive = the rest, 99 in 100 with displacement below about 15%; note: strong numbers were not always called active
PMK inhibit: S. pneumoniae PMK inhibitors, primary screen, biochemical, mevalonate pathway, pilot trial included; phosphomevalonate kinase (Streptococcus pneumoniae D39); purified PMK, PK/LDH-coupled NADH absorbance 340 nm; inhibition, % at 10 µM; 65,000 compounds, 0.49% hits; AID 539, 2006;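 active = top-ranked compounds by inhibition in the single 10 µM screen, taking a fixed number of the strongest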;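 note: 0% = full reaction with DMSO carrier and 100% = background rate without enzyme reaction; no value below 0 was filed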
DPM-DC inhibit: S. pneumoniae DPM-DC inhibitors, primary screen, biochemical, PK/LDH-coupled NADH fluorescence; diphosphomevalonate decarboxylase (Streptococcus pneumoniae D39); purified DPM-DC; calls only at 10 µM; 65,000 compounds, 0.49% hits;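 active = the 320 compounds with the highest percent inhibition in the single-dose primary screen, excluding strongly autofluorescent ones, cut at about 32% in these data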;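 note: kinetic rate of NADH fluorescence loss reporting ADP formed by the decarboxylase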
HPDE-C7 cytotoxicity: cytotoxicity in HPDE-C7 cells, cell-based, fluorescence, HTS (AID 430); HPDE-C7 pancreatic duct cells viability, fluorescence; higher % means a stronger effect; cytotoxicity, % at 10 µM; hits with a dose series show EC50 in µM; 63,000 compounds, 1.8% hits;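 note: cells exposed to compound for 48 hours before viability readout; 0% = vehicle and 100% = reference cytotoxic drug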
HT1080 cytotoxicity: cytotoxicity in HT1080 fibrosarcoma cells, cell-based, fluorescence readout (AID 620); HT1080 viability, fluorescence; higher % means a stronger effect; cytotoxicity, % at 10 µM, or EC50 in µM where a hit was titrated; 87,000 compounds, 0.42% hits;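 note: cells exposed to compound overnight then 4 h with Alamar Blue; 0% = vehicle DMSO and 100% = killing control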
TNAP inhibition: human TNAP enzyme inhibitors, biochemical, luminescent (AID 518); Alkaline phosphatase, tissue-nonspecific isozyme (Homo sapiens); purified TNAP enzyme, luminescent substrate readout; higher % means a stronger effect; inhibition, % at 20 µM; hits with a dose series show IC50 in µM; 64,000 compounds, 0.09% hits; in the data active = a potency from the dose series; inactive = the rest, 99 in 100 with inhibition below about 22%;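 note: plate controls were vehicle for no effect and reference inhibitor for full effect; many of its hits are not listed in these tables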
MK inhibit: S. pneumoniae MK inhibitors, primary screen, biochemical, PK/LDH-coupled NADH absorbance. mevalonate kinase [Streptococcus pneumoniae D39]. purified MK, PK/LDH-coupled NADH absorbance 340 nm. inhibition, % at 10 µM. 65,000 compounds, 0.48% hits. AID 555, 2006;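 active = ranked among the strongest by inhibition in the single 10 µM screen, a fixed top-ranked set picked for dose follow-up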; note: no value below 0 was filed
PMK inhibit pilot replicates: second read-out of PMK inhibit, no call of its own (marks repeat the call); inhibition, %; measured here: pilot screen replicates
MK inhibit pilot replicates: also measured in MK inhibit; calls as there; inhibition, %; measured here: pilot screen replicates
DPM-DC inhibit pilot screen %: also measured in DPM-DC inhibit; calls as there; inhibition, %; measured here: pilot screen trials
An asterisk follows results filed as active; i = inactive; · = no result given; + = active, no number. Cut-off read from the data, not from the text of the source, unless noted: active = cytotoxicity above about 50%; inactive = the rest.

SMILES	LYP phosphatase	KRASV12 cytotoxicity	Bfl-1 inhibitors	PMK inhibit	DPM-DC inhibit	HPDE-C7 cytotoxicity	HT1080 cytotoxicity	TNAP inhibition	MK inhibit	others
Cc1ccc(C(=O)CSc2nnc(CNc3ccc(C)cc3C)o2)cc1	10.5%	4.5%	-3.0%	7.0	i	8.5%	5.1%	12.5%	7.0	PMK inhibit pilot replicates=3.0;MK inhibit pilot replicates=0.0;DPM-DC inhibit pilot screen %=0.0
CCCSc1nnc(-c2c[nH]c3ccccc23)n1C	15.2%	-4.3%	-2.7%	0.0	i	-6.3%	3.5%	7.2%	7.0
CCOC(=O)C1=C(NC(=O)c2ccc(Br)o2)Nc2ccccc2N=C1	1.7%	-3.5%	3.2%	36.0*	i	-5.1%	·	3.9%	33.0
COc1ccc(-c2cc(C(F)(F)F)n3nc(C)cc3n2)cc1	9.1%	8.0%	4.6%	5.0	i	-1.6%	-1.8%	6.0%	7.0
CC1=CCC2(CO)COC(c3ccccc3O)C1C2 (stereo not drawn)	·	-9.3%	0.7%	7.0	i	-4.9%	-5.1%	1.0%	11.0
CCCC(c1nnnn1CC1CCCO1)N1CCN(c2cc(Cl)ccc2C)CC1 (stereo not drawn)	·	61.1%*	-13.7%	16.0	i	48.1%	0.6%	11.6%	8.0
COC(=O)C(C)NC(=O)C1CCCN1S(=O)(=O)c1cc(C)c(Cl)cc1C (stereo not drawn)	1.7%	-5.0%	0.2%	0.0	i	7.8%	-2.1%	4.7%	1.0
CCOC(=O)c1cc(C#N)c(SCc2ccc(C#N)cc2)nc1C	14.5%	-10.2%	-5.2%	12.0	i	-5.2%	-1.7%	15.1%	0.0
CCOC(=O)CNS(=O)(=O)c1cc(-c2nn(C)c(=O)c3ccccc23)ccc1C	-1.3%	13.7%	-5.2%	1.0	i	12.1%	1.5%	-5.0%	7.0
CCOC(=O)COc1ccc2c(c1)C(=O)CC(C)(c1cccnc1)O2 (stereo not drawn)	2.1%	-6.5%	-30.2%	14.0	·	-9.2%	-5.7%	10.9%	0.0
COc1ccccc1-c1cc(C(=O)NCc2ccccc2)no1	0.1%	18.2%	2.6%	5.0	i	17.1%	-1.8%	16.9%	2.0
CCOC(=O)CC(=O)CSCC(=O)Nc1ccc(C)cc1	1.7%	3.4%	7.3%	15.0	i	5.2%	-1.5%	12.4%	9.0
O=C(CSc1nnc(-c2ccc(F)cc2)o1)Nc1ccc(S(=O)(=O)N2CCCC2)cc1	·	0.7%	-6.4%	11.0	i	-1.7%	-9.2%	8.6%	·
COc1ccc2c(c1OC)C(=O)N1c3ccccc3C(=O)N(c3ccccc3F)C21 (stereo not drawn)	1.2%	53.2%*	-4.2%	10.0	i	46.0%	22.6%	2.5%	0.0
COCCCN(C(C)=O)c1nc(-c2ccccc2)cs1	5.8%	2.6%	-2.5%	17.0	i	-2.3%	6.2%	20.0%	1.0	PMK inhibit pilot replicates=0.0;MK inhibit pilot replicates=0.0;DPM-DC inhibit pilot screen %=0.0
Cc1cc(=O)oc2cc(OCC#N)ccc12	-6.0%	0.8%	-1.5%	7.0	·	-3.7%	3.9%	16.7%	0.0	PMK inhibit pilot replicates=3.0;MK inhibit pilot replicates=0.5
Cc1ccc(OCCCCn2ccnc2)c(Cl)c1	-5.6%	1.0%	-2.6%	4.0	i	-7.9%	·	9.0%	2.0
Cc1nc2ccccc2n1CCc1nc2c3ccccc3nc(SCC(=O)NCc3ccco3)n2n1	10.8%	-17.4%	-3.1%	10.0	i	-19.8%	15.4%	6.5%	5.0
O=C(OCC1COc2ccccc2O1)c1c(F)cccc1F (stereo not drawn)	·	-1.3%	1.4%	0.0	i	-8.2%	-0.9%	15.5%	5.0
COc1cccc(NC(=O)NCc2cccn2C)c1	·	-7.0%	-0.5%	16.0	i	-9.4%	2.7%	1.2%	7.0

Continued (two carried over from the part before).
SMILES	LYP phosphatase	KRASV12 cytotoxicity	Bfl-1 inhibitors	PMK inhibit	DPM-DC inhibit	HPDE-C7 cytotoxicity	HT1080 cytotoxicity	TNAP inhibition	MK inhibit	others
O=C(OCC1COc2ccccc2O1)c1c(F)cccc1F (stereo not drawn)	·	-1.3%	1.4%	0.0	i	-8.2%	-0.9%	15.5%	5.0
COc1cccc(NC(=O)NCc2cccn2C)c1	·	-7.0%	-0.5%	16.0	i	-9.4%	2.7%	1.2%	7.0
O=C1NCCN1CCNS(=O)(=O)c1ccc2ccccc2c1	4.7%	3.0%	6.6%	10.0	i	-1.1%	13.9%	11.1%	6.0
CCN(CC)S(=O)(=O)c1ccc(-c2nnc3sc4cccc(C)c4n23)cc1	-2.0%	6.3%	-1.7%	11.0	i	-16.5%	-3.0%	4.3%	6.0
Cc1ccsc1C(C(=O)NC1CCCCC1)N(C(=O)c1csnn1)C1CC1 (stereo not drawn)	·	-7.2%	-0.4%	13.0	i	-3.4%	-18.9%	12.4%	10.0
CCOC(=O)C1CCCN(C(=O)C2CCN(S(=O)(=O)c3cccs3)CC2)C1 (stereo not drawn)	1.5%	-1.5%	-4.9%	1.0	i	-5.9%	·	8.1%	5.0
Cc1cc(-c2nnc3n2CCCCC3)c(C)n1-c1ccccc1	-1.3%	-5.0%	5.6%	14.0	i	-5.5%	2.6%	0.2%	1.0
COc1ccc(CCn2c(N)c(S(=O)(=O)c3cccs3)c3nc4ccccc4nc32)cc1OC	3.4%	5.8%	-8.6%	11.0	+	8.0%	3.8%	2.7%	3.0
O=C(CN1C(=O)c2ccccc2C1=O)Nc1ccc(N2CCOCC2)cc1	5.0%	2.7%	-3.9%	13.0	i	9.0%	-1.5%	6.5%	1.0
Cc1ccc(-c2nnc3n2N=C(c2ccccc2)CS3)cc1	7.5%	-2.4%	-2.8%	18.0	i	-4.2%	·	8.4%	7.0
O=C(O)CCc1nn2cc(-c3ccccc3)nc2[nH]c1=O	3.0%	-2.7%	-3.8%	4.0	·	-6.1%	-2.3%	10.4%	3.0
CN(C)c1ccc(C=NCCC2(O)CCOC(C)(C)C2)cc1 (stereo not drawn)	6.8%	16.4%	1.2%	5.0	i	6.0%	-4.5%	7.0%	7.0
Cn1c(=O)c2c(nc(NCc3ccccc3)n2CCCc2ccccc2)n(C)c1=O	3.0%	-4.3%	-8.6%	8.0	i	-34.8%	9.0%	4.0%	9.0	PMK inhibit pilot replicates=0.0;MK inhibit pilot replicates=0.0;DPM-DC inhibit pilot screen %=0.0
Cc1cccc(CCNC(=O)C2CCN(S(=O)(=O)c3c(C)nn(C)c3C)CC2)c1	·	-14.4%	3.7%	16.0	i	-4.6%	0.9%	6.0%	0.0
Cn1cc(CNC(=O)C2CCCCC2)cn1	·	-3.6%	6.7%	6.0	i	0.2%	2.5%	6.9%	11.0
CCOC(=O)CC1C(=O)NC2CCCCC2N1C(=O)Nc1ccc(Cl)cc1 (stereo not drawn)	6.7%	-6.3%	2.1%	10.0	i	-5.1%	-0.3%	13.6%	7.0
CC1CCc2nn(CC(=O)NCCCN3CCOCC3)cc2C1 (stereo not drawn)	2.5%	-0.8%	-2.7%	11.0	i	3.6%	-2.4%	9.9%	5.0	PMK inhibit pilot replicates=4.0;MK inhibit pilot replicates=0.0;DPM-DC inhibit pilot screen %=1.5
Cc1sc2ncnc(-n3cnc4ccccc43)c2c1C	6.5%	-6.0%	3.3%	5.0	i	1.0%	-4.1%	6.4%	9.0
CCCOC(=O)c1ccc(Oc2c(-c3ccc(OC)cc3O)n[nH]c2C)cc1	1.5%	6.36µM*	-4.2%	9.0	i	12.2µM*	-12.4%	-12.8%	10.0
COc1ccccc1N1CCN(C(=O)C(C)N(c2ccc(C)c(C)c2)S(C)(=O)=O)CC1 (stereo not drawn)	-6.7%	-10.0%	-2.0%	0.0	i	-24.2%	0.8%	5.4%	4.0
Cc1ccc2nc(Nc3nc(=O)c4ccccc4n3C)nc(C)c2c1	0.4%	25.3%	29.3%	4.0	i	13.7%	1.7%	6.7%	10.0
O=C1CN(C(=O)COC(=O)C2=COCCO2)c2ccccc2N1	-0.1%	-0.8%	-5.6%	23.0	i	0.9%	4.4%	4.4%	56.0*

Fetched one by one from the entries so far, 2 records:
SMILES	LYP phosphatase	KRASV12 cytotoxicity	Bfl-1 inhibitors	PMK inhibit	DPM-DC inhibit	HPDE-C7 cytotoxicity	HT1080 cytotoxicity	TNAP inhibition	MK inhibit	others
COc1ccc(CCn2c(N)c(S(=O)(=O)c3cccs3)c3nc4ccccc4nc32)cc1OC	3.4%	5.8%	-8.6%	11.0	+	8.0%	3.8%	2.7%	3.0
CC1CCc2nn(CC(=O)NCCCN3CCOCC3)cc2C1 (stereo not drawn)	2.5%	-0.8%	-2.7%	11.0	i	3.6%	-2.4%	9.9%	5.0	PMK inhibit pilot replicates=4.0;MK inhibit pilot replicates=0.0;DPM-DC inhibit pilot screen %=1.5

More structures:
SMILES	LYP phosphatase	KRASV12 cytotoxicity	Bfl-1 inhibitors	PMK inhibit	DPM-DC inhibit	HPDE-C7 cytotoxicity	HT1080 cytotoxicity	TNAP inhibition	MK inhibit	others
CCOC(=O)c1sc2nc(N3CCOCC3)c3c(c2c1N)CCC3	15.4%	3.7%	-3.0%	5.0	·	-0.8%	2.2%	4.7%	17.0
Cc1nc2c3ccccc3n(CC(=O)c3ccc(F)cc3)c(=O)n2n1	-11.9%	-12.2%	-9.2%	15.0	i	-13.6%	2.4%	13.0%	11.0
O=C(O)C1OC(C(=O)O)C2C1C(F)(F)C2(F)F (stereo not drawn)	-1.4%	-1.5%	-11.7%	13.0	i	2.1%	-4.9%	13.3%	0.0
CCOC(=O)c1ccc(NC(=O)Nc2ccn(C)n2)cc1	-1.7%	10.9%	8.5%	7.0	i	-2.5%	2.6%	11.5%	10.0	PMK inhibit pilot replicates=1.5;MK inhibit pilot replicates=1.0;DPM-DC inhibit pilot screen %=1.5
Cc1cccc(-c2noc(CCCC(=O)Nc3cccnc3)n2)c1	2.3%	24.7%	-3.0%	10.0	i	1.8%	5.3%	10.2%	8.0
COc1cc(OC)cc(-c2nnc(SCC(=O)N(Cc3ccccc3)C(C)(C)C)o2)c1	11.7%	-13.0%	-4.2%	8.0	i	-24.7%	3.9%	6.0%	1.0
Cn1c(CCN2CCCCC2)nc2cc(NS(=O)(=O)c3ccccc3)ccc21	0.0%	30.5%	-3.9%	6.0	i	0.0%	0.1%	15.1%	5.0
NC(=O)c1ccsc1NC(=O)c1nc(-c2ccccc2)n(-c2ccccc2)n1	-7.8%	9.4%	-0.9%	11.0	+	7.3%	1.1%	5.5%	4.0
O=C(CSc1nnc(CNC(=O)c2c(F)cccc2Cl)o1)c1ccccc1	3.3%	-5.8%	1.6%	16.0	i	-3.3%	28.2%	-3.1%	4.0	PMK inhibit pilot replicates=1.0;MK inhibit pilot replicates=2.0;DPM-DC inhibit pilot screen %=1.5
